TbMetRS inhib – blocks T. brucei methionyl-tRNA synthetase activity. 360,000 compounds, 0.4% hits. purified T. brucei MetRS, ATP depletion, Kinase-Glo luminescence. inhibition, % at 11.9 µM;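 active = inhibition above a per-plate cutoff of the control wells' mean inhibition plus 3 SD, cut at about 5.5% in these data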;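 also: 0% = DMSO wells median and 100% = median of wells with control inhibitor compound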
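Test system – parasite MetRS enzyme · Reagent – substrates ATP, L-methionine and bulk Escherichia coli tRNA · Doses – 11.9 µM compound single dose, 0.9% DMSO · Times – 15 min enzyme-compound preincubation, 2 h reaction, 10 min detection, 25 °C · Signal – Kinase-Glo luminescence, ATP depletion format · Controls – DMSO-only wells as low control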
NadD inh – blocks S. aureus nicotinate mononucleotide adenylyltransferase; purified NadD enzyme, colorimetric absorbance read-out; inhibition, % at 20 µM; 360,000 compounds, 0.78% hits; in the data active = inhibition above about 26%; also: some compounds past the cut are filed as inactive
Rpn11 inh – blocks the human proteasome subunit Rpn11. O00487. human 26S proteasome, Ub4-pepOG fluorescence polarization; 20S core pre-blocked with epoxomicin. calls only at 20 µM. 360,000 compounds, 0.59% hits;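 active = inhibition at 20 µM, scaled to each plate's controls, above about 33%, limit read from the data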
Target sequence (O00487 whole entry, looked up): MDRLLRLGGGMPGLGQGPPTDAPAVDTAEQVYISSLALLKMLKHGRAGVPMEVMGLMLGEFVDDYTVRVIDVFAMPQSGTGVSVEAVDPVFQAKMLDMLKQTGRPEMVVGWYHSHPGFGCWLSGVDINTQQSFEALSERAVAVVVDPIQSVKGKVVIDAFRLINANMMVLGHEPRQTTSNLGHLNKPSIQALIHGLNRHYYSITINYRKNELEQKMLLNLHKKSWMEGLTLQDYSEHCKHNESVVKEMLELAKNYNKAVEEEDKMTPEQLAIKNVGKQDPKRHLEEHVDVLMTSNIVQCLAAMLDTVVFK
MLLE-PAM2 inh – inhibitors of microRNA-mediated deadenylation, human PABP1 MLLE binding; GST-MLLE / FITC-PAM2 fluorescence polarization; P11940; inhibition, % at 20 µM; 360,000 compounds, 0.36% hits; AID 588489; in the data active = inhibition above about 35%, passing the limit was not always enough;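 also: plate controls were DMSO wells with GST-MLLE for no effect and wells lacking GST-MLLE protein for full effect; some results filed as inactive read as strong as hits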
SUMO1 PPI mod – alters human SUMO1 binding to SIM partners; inhibition, % at 20 µM; 360,000 compounds, 0.33% hits; SUMO1 binding to a labelled peptide, TR-FRET, 1 h; in the data active = inhibition above about 37%
Target sequence (P63165 whole entry, looked up): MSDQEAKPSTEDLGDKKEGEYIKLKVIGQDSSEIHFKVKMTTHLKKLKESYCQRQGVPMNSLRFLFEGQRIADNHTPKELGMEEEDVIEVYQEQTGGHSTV
DNMT1 block – DNMT1 (human) enzyme inhibition | P26358 | DNMT1 molecular beacon, Hinp1I cleavage, fluorescence | inhibition (reported as % activation of signal), % at 10 µM | 360,000 compounds, 0.83% hits; in the data active = inhibition above about 50%
STEP block – inhibitors of human striatal-enriched phosphatase STEP. P54829. 360,000 compounds, 0.25% hits. inhibition, % at 20 µM. recombinant STEP, OMFP fluorogenic substrate, fluorescence. AID 588621;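 active = inhibition at 20 µM, scaled per plate between control wells, above about 37%, limit read from the data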;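 also: 0% = DMSO with enzyme and substrate and 100% = substrate only without enzyme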
Target sequence (P54829 whole entry, looked up): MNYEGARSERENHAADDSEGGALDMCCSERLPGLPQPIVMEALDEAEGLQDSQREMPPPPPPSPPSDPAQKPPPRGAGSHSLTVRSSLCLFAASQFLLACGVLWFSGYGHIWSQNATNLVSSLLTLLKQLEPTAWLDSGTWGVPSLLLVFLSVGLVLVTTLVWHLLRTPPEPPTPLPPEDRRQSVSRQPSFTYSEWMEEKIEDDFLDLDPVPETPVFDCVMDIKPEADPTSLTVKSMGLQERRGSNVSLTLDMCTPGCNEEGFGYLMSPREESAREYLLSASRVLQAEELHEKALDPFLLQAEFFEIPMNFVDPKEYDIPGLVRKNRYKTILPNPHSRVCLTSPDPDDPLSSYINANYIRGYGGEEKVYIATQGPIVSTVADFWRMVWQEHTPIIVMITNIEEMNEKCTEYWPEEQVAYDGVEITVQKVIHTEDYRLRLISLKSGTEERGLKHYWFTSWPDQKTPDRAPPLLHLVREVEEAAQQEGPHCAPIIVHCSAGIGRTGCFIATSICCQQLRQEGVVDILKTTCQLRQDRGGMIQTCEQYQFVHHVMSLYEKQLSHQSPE
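Measure: Control-normalized % inhibition with plate pattern correction | Test system: STEP phosphatase, cell-free reaction | Medium: pH 6.0 Bis-Tris with DTT and Tween 20 | Technique: Fluorescence, 480/540 nm | Times: Reaction 20 min, ambient temperature | Doses: Single compound dose of 20 µM, 1% DMSO final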
Scp-1 inhibitor – inhibitors of human Scp-1 phosphatase; Q9GZU7; Recombinant Scp1, phosphopeptide, malachite green phosphate absorbance; inhibition, % at 20 µM; 340,000 compounds, 0.88% hits;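 active = inhibition above about 50% at 20 µM, limit read from the data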;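 also: plate controls were DMSO wells with enzyme for no effect and wells lacking enzyme for full effect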
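Test system: SCP-1 phosphatase catalytic domain, residues 76-261; measured by: colorimetric phosphate reagent with accelerator and stabiliser, absorbance at 630 nm; timing: enzyme reaction 45 min at room temperature, colour 5 min, stabilisation 30 min; also added: Phosphorylated 17-residue peptide substrate; compound dosing: one concentration, 20 µM, with 1.0% DMSO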
LMPTP inh – LMPTP (human) inhibition; P24666; recombinant LMPTP-A, OMFP fluorogenic substrate, fluorescence intensity; inhibition, % at 20 µM; 360,000 compounds, 0.22% hits; AID 651560;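 active = compounds that cut the enzyme signal by at least half of the control window in the single-dose screen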;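 also: plate controls were DMSO wells with enzyme plus substrate for no effect and substrate without enzyme for full effect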
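Test system – LMPTP-A phosphatase enzyme · Quantity – 0.625 nM LMPTP-A final · Reagent – OMFP substrate, 400 µM final · Dosing – one test concentration per compound, 20 µM, with 3% DMSO overall · Timing – 50 min enzyme reaction at room temperature, protected from light · Detection – fluorescence intensity · Controls – substrate-only low control, DMSO enzyme-plus-substrate high control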
CSN inh – inhibitors of human CSN-mediated cullin deneddylation; inhibition, % at 12.5 µM; Q92905; AID 651999; Purified CSN, SCF-Nedd8-OG deneddylation, fluorescence polarization; 360,000 compounds, 0.38% hits;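 active = pattern-corrected inhibition above about 35%, with an unprinted fluorescence ratio check between 0.5 and 1.5, limit read from the data, passing the limit was not always enough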;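 also: 0% = enzyme with substrate and 100% = substrate without enzyme; some results filed as inactive read as strong as hits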
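Assay system: HEK293T-derived human Csn5 enzyme; quantity: 0.24 nM enzyme; medium: Tris/NaCl/DTT buffer, pH 7.5; also added: substrate SCFSkp2-Nedd8OG, 10 nM; doses: 12.5 µM compound; schedule: 90 min reaction at room temperature; signal: FP; read-out: % inhibition of substrate cleavage by Csn5; benchmarks: substrate-only high control, full reaction low control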
Numbers without * were called inactive; i = inactive; . = not tested or not shown. An unsorted share of the library; 3.6% or so of the library scored in one or more.

SMILES	TbMetRS inhib	NadD inh	Rpn11 inh	MLLE-PAM2 inh	SUMO1 PPI mod	DNMT1 block	STEP block	Scp-1 inhibitor	LMPTP inh	CSN inh
Cn1cnnc1SCC(=O)Nc1nc(-c2ccc(F)cc2)cs1	-0.1	-5.0	i	6.8	3.8	-4.1	-4.2	-6.9	-1.8	15.3
c1coc(-c2nnc3n2C2(CCCC2)Cc2ccccc2-3)c1	-1.1	-5.9	i	0.7	1.2	7.4	0.5	2.8	-0.3	0.5
O=C(NCCN1CCOCC1)C1CCN(Cc2ccccc2O)CC1	-0.4	6.2	i	9.2	-1.9	-1.5	-1.8	-7.2	-8.1	8.1
O=C(Nc1ccccc1)C1=C[C@H](C2CCCCC2)C[C@H](OCCCCO)O1	-0.2	-2.2	i	-9.6	6.7	-4.0	-1.7	-5.8	0.7	-1.4
S=C(Nc1ccc(Cl)cc1Cl)N1CCCCC1	0.3	1.9	i	-53.8	-1.8	3.6	0.9	2.5	-0.3	2.0
COc1ccc(CSc2nc(N3CCOCC3)c3c(c2C#N)CC(C)(C)OC3)cc1	-0.4	-6.2	i	2.2	-4.4	-6.8	-1.7	-8.4	5.2	1.7
O=C(C(Cc1ccccc1)n1cccc1)N1CCN(c2ncccn2)CC1 (stereo not given)	0.0	-7.0	i	6.8	1.1	-1.8	-1.4	-5.8	0.8	2.6
O=C1C=C(c2ccc(-c3ccccc3)cc2)C[C@@H](c2ccc3c(c2)OCO3)C1	-0.1	-3.0	i	4.5	2.0	1.9	1.3	-0.2	2.4	-2.0
CCN(CC)CCOC(=O)c1cccc2c1-c1ccccc1C2O (stereo not given)	-0.6	-4.9	i	-4.2	-12.7	9.6	-1.8	-4.3	-1.2	-6.2
CCCC(=O)NCCCc1nc2ccccc2n1CCC	0.0	-2.6	i	1.9	-3.0	3.9	-1.1	-5.0	2.7	3.2
O=Cc1cc([N+](=O)[O-])ccc1N1CCN(Cc2ccc3c(c2)OCO3)CC1	8.1*	-3.6	i	17.6	-32.8	1.3	1.8	-9.0	1.2	0.8
Cc1ccc2oc(=O)c3cnn(CC(=O)N4CCCc5ccccc54)c3c2c1	1.5	-5.0	i	0.8	-1.6	0.1	4.2	1.5	0.1	-2.7

Another view of some results above.
Order of values: TbMetRS inhib	NadD inh	Rpn11 inh	MLLE-PAM2 inh	SUMO1 PPI mod	DNMT1 block	STEP block	Scp-1 inhibitor	LMPTP inh	CSN inh
- Cn1cnnc1SCC(=O)Nc1nc(-c2ccc(F)cc2)cs1
    -0.1	-5.0	i	6.8	3.8	-4.1	-4.2	-6.9	-1.8	15.3
- c1coc(-c2nnc3n2C2(CCCC2)Cc2ccccc2-3)c1
    -1.1	-5.9	i	0.7	1.2	7.4	0.5	2.8	-0.3	0.5

Next part
SMILES	TbMetRS inhib	NadD inh	Rpn11 inh	MLLE-PAM2 inh	SUMO1 PPI mod	DNMT1 block	STEP block	Scp-1 inhibitor	LMPTP inh	CSN inh
Nc1nn(-c2ccccc2)nc1C(=O)OCc1ccccc1F	0.0	-6.7	i	8.0	-1.2	-0.7	0.2	.	0.3	0.1
S=c1[nH]nc(CSc2nc3ccccc3s2)o1	0.0	11.7	i	-31.5	10.3	-0.9	1.4	7.1	-1.4	1.5
CCCNC(=O)COc1coc(CN2CCN(c3ccccc3OC)CC2)cc1=O	-0.2	-2.3	i	-13.7	5.3	-0.2	1.9	-4.3	1.5	-0.3
CC(=O)c1ccccc1N(C(=O)c1ccco1)C(C(=O)NC1CCCC1)c1ccc(C)cc1 (stereo not given)	-0.1	4.2	i	0.6	-6.1	1.0	-0.4	-7.1	-0.7	-3.9
Cc1ccc(C(=O)NNC(=O)c2cc3ccccc3cc2O)cc1	0.1	4.1	i	-12.7	1.2	-0.7	-1.2	-13.9	-1.3	4.7
Oc1oc(-c2ccccc2Br)nc1/C=N/c1ccccn1	-0.3	-8.0	i	-3.2	-19.9	7.3	0.1	-0.9	-0.8	0.2
CCS(=O)(=O)NCC(c1cccnc1)N1CCN(c2ccccc2)CC1 (stereo not given)	-1.2	1.7	i	-9.6	5.3	-0.8	-1.0	-1.2	-1.1	-1.8
CC(C)(O)CC[C@@H](O)[C@](C)(O)C1CC[C@@]2(O)C3=CC(=O)[C@@H]4C[C@@H](O)[C@@H](O)C[C@]4(C)C3CC[C@]12C (stereo not given in full)	-0.3	0.7	i	-0.6	-1.3	3.0	-1.2	1.6	-1.2	-6.0
CCOC(=O)C1=CN(Cc2ccco2)S(=O)(=O)N(C)C1c1ccc2ccccc2c1 (stereo not given)	-0.8	-1.9	i	-14.3	5.8	-4.6	-2.3	-9.2	2.2	-0.7
CC(C)n1nc(C(=O)Nc2nnc(C3CC3)s2)c2ccccc2c1=O	-0.5	-8.8	i	2.9	4.1	3.3	-1.5	-3.3	-0.4	-5.5
COc1ccc(NC(=O)CN2CCN(CC(=O)Nc3ccc(F)cc3F)CC2)cc1	-2.2	-2.1	i	-3.3	3.4	1.3	-6.2	-2.5	-2.8	-2.5
N#CC(c1ccc(Cl)nn1)c1ccccc1Cl (stereo not given)	-0.9	-7.3	i	0.2	-7.2	-0.4	-5.1	-4.2	-2.3	-0.5

Following part.
SMILES	TbMetRS inhib	NadD inh	Rpn11 inh	MLLE-PAM2 inh	SUMO1 PPI mod	DNMT1 block	STEP block	Scp-1 inhibitor	LMPTP inh	CSN inh
CC(OC(=O)c1ccccc1C(=O)N(C)c1ccccc1)C(=O)Nc1ccc(C(N)=O)cc1 (stereo not given)	0.0	-3.0	i	-21.4	23.8	0.9	0.7	-6.6	-0.5	2.4
CCOCCCNC(=O)c1cc2c(=O)n3ccccc3nc2s1	-1.4	-4.5	i	9.7	-19.5	0.2	2.1	-7.5	0.1	6.2
O=C(/C=C/c1ccccc1[N+](=O)[O-])Nc1ccccc1	-0.3	3.4	i	-7.2	-17.3	-3.7	-0.8	-8.1	0.3	5.1
O=C(NCc1ccco1)C(c1cccs1)N(C(=O)Cc1cccs1)c1ccccc1 (stereo not given)	-0.7	-3.3	i	-3.4	-2.5	-0.3	1.1	3.4	-0.1	3.1
CC(C)c1ccc(NC(=O)NC(C)c2ccc3c(c2)OCO3)cc1 (stereo not given)	-0.5	-5.1	i	11.7	6.2	5.3	0.6	3.8	1.5	3.7
CCCC(=O)Nc1ccc(C(=O)Nc2nnc(COCC)s2)cc1	-0.5	-3.9	i	9.9	-4.0	-3.1	-9.0	2.8	-1.9	2.8
CC(C)c1nc(SCC(=O)Nc2ccc(N3CCOCC3)cc2)c2ccccc2n1	-0.3	5.7	i	45.1*	-1.9	-3.9	-0.7	-0.3	-0.3	-0.2
Cc1ccnc(NS(=O)(=O)c2ccc(NC(=O)c3c(-c4ccccc4Cl)noc3C)cc2)n1	-0.4	0.7	i	-2.6	4.1	0.2	-2.3	-4.6	-1.6	-0.7
CC(=O)Nc1nc2ccccc2n1CCOc1ccccc1	1.6	2.9	i	4.8	-1.8	3.5	-4.2	-4.8	-1.4	-1.5
COc1ccc(C(O)c2nc(/C=C/c3ccc(C(F)(F)F)cc3)cs2)cc1 (stereo not given)	0.0	-4.1	i	9.8	-4.3	0.9	1.4	.	2.9	-4.2
O=C(NCC(c1ccco1)N1CCN(c2ccccc2F)CC1)c1ccco1 (stereo not given)	-0.5	-1.1	i	-1.7	2.5	0.4	-0.8	-5.7	-0.5	-0.4
O=C(c1ccc(F)cc1)N1CCN(c2ccc(N3CCOCC3)nn2)CC1	-0.2	-3.9	i	-3.2	-6.2	0.5	0.2	15.6	4.4	4.2

Remaining list, next part.
SMILES	TbMetRS inhib	NadD inh	Rpn11 inh	MLLE-PAM2 inh	SUMO1 PPI mod	DNMT1 block	STEP block	Scp-1 inhibitor	LMPTP inh	CSN inh
Cc1cc(Cl)ccc1OCC(=O)NCc1ccncc1	1.6	-1.8	i	-8.5	2.0	-0.6	-2.1	-7.7	-0.5	0.3
O=C(NCC(c1ccco1)N1CCCCC1)c1ccc(NS(=O)(=O)c2ccc(F)cc2)cc1 (stereo not given)	0.0	-1.0	i	0.6	4.0	-0.5	-1.8	1.0	0.3	-2.2
O=S(OCCN1CCOCC1)C(c1ccccc1)c1ccccc1 (stereo not given)	0.0	4.5	i	-8.5	1.9	2.6	-0.9	-9.5	-1.7	1.6
CCOCc1nnc(NC(=O)c2cc(OC)c(OC)c(OC)c2)s1	-1.0	0.8	i	-6.7	1.0	1.1	-3.6	-2.3	0.7	-1.4
N#CC1=C(N2CCOCC2)/C(=C\c2ccccc2)CC1	0.1	-3.1	i	-1.6	22.1	-1.1	1.9	-6.0	0.9	2.6
CCOC(=O)CSc1nc(C)[nH]c1[N+](=O)[O-]	2.2	11.7	i	4.9	-10.4	1.3	-3.4	9.0	-1.7	3.1
Cc1cccc(-c2cc3nc4c(c(N5CCC6(CC5)OCCO6)n3n2)CCCC4)c1	-0.9	5.9	i	-15.1	0.8	-7.5	-4.0	7.0	6.5	1.9
CN(C)CCCN1C(=O)c2cc3ccccc3cc2C1=O	-1.2	-4.9	i	-0.8	-13.7	3.0	-1.8	6.0	-2.5	2.8
COc1ccc(NC(=O)N2CCCC2C(=O)NC23CC4CC(CC(C4)C2)C3)cc1 (stereo not given)	-1.3	-3.7	i	-2.8	0.4	2.5	0.7	1.8	0.7	-0.4
NCc1nc(-c2ccc(Cl)cc2)no1	-0.3	-3.3	i	4.4	2.3	0.7	-3.9	-1.4	-1.5	-2.1

Assay outcomes (PubChem)
